GLS inh: blocks human kidney-isoform glutaminase activity. O94925. GLS enzymatic activity, qHTS titration. Potency, µM (top dose mostly 45.5 µM), without a hit: at the highest dose activity change, negative = inhibition, most hits filed as inhibitors. 410,000 compounds, 0.21% hits. AID 624170; note: % is set by controls: 0 for no effect and ±100 for the full control effect
Target sequence (O94925 whole entry, looked up, canonical isoform): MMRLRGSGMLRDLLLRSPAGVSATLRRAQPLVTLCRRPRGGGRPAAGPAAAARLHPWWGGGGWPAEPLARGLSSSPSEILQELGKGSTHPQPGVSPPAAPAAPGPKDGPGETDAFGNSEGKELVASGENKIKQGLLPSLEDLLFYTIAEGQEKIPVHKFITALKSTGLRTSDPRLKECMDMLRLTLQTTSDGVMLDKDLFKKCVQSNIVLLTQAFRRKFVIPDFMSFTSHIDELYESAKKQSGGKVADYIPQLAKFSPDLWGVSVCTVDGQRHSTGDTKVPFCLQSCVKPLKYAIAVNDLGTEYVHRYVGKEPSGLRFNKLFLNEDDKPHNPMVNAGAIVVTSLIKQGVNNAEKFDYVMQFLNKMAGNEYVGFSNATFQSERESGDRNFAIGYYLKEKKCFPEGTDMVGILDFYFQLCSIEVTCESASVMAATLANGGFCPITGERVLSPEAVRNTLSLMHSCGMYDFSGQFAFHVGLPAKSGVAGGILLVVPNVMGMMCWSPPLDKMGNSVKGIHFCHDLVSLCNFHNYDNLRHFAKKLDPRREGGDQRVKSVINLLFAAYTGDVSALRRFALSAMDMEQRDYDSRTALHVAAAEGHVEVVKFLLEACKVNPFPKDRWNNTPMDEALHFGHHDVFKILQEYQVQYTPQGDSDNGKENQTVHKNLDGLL
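Assay buffer: 45 mM KH2PO4 pH 8.2, 0.02% Tween-20. hKGA acts on L-glutamine (1 mM solution added); product glutamate is reported by an oxidase/peroxidase Amplex Red coupling, with fluorescence taken at baseline and 30 min.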
ERG Ets-DNA blk: ERG Ets/DNA interaction inhibition; P11308; Potency, µM (titrated, usually from 76.9 µM), for the others: at the highest dose FP activity, negative = inhibition, usual class: inhibitors; fluorescence polarization, His-ERG Ets domain / labelled DNA; 370,000 compounds, 0.028% hits; AID 624246; active = well fitted inhibition curve with a large enough effect in the polarisation, with a control signal flat; inconclusive = small, poorly fitted or top-dose-only effect, or effect the other way, or a change in a side signal; inactive = no such curve, though single readings can be large or run the other way; the % refers to the polarisation;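 note: polarization taken with two DNA probes labelled with fluorescein and Texas red; % of control where 0% means no effect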
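His-tagged ERG Ets domain (1 uM in the protein solution; 300mM KCl, 50mM Tris-HCl, 1mM EDTA, 1mM DTT, pH 7.5) received compound, then a probe mix of 5 nM fluorescein-DNA and 100nM Texas-615-DNA. Fluorescence polarization was read for both dyes.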
rTrxR1 inhibitor: rat TrxR1 inhibition; O89049; recombinant rTrxR1, NADPH fluorescence consumption, selenite substrate; Potency, µM (series often up to 114 µM), for inactives: top-dose activity change, negative = inhibition, actives largely listed as inhibitors; 390,000 compounds, 1% hits; AID 588453; note: % is set by controls: 0 for no effect and ±100 for the full control effect; nearly all actives have a fitted effect of over 65% in size
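Rat TrxR1 (90 nM in the dispensed reagent) was pre-reduced with 400 uM NADPH for 5 min at room temperature, then incubated with compound for 15 min. After 400 uM selenite was added, NADPH fluorescence (Ex 340/Em 450 nm) was followed for 8 min.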
JMJD2A Tudor inh: JMJD2A Tudor domain (human) inhibition. O75164. Potency, µM (series often up to 114 µM), without a hit: at the highest dose activity change, negative = inhibition, actives largely listed as inhibitors. 390,000 compounds, 4.4% hits. AlphaScreen JMJD2A-Tudor / H3K4me3 peptide binding; note: % is set by controls: 0 for no effect and ±100 for the full control effect; nearly all actives have a fitted effect of over 50% in size
RGS4 inh: blocks human RGS4-accelerated GTP hydrolysis; P49798; Transcreener GDP fluorescence polarization, RGS4-accelerated GTP hydrolysis; Potency, µM (top dose mostly 114 µM), for inactives: at the top dose activity change, negative = inhibition, hits mostly inhibitors; 390,000 compounds, 0.039% hits; note: % is set by controls: 0 for no effect and ±100 for the full control effect; nearly all actives have a fitted effect of over 75% in size; some results filed as inactive show a strong effect at the top dose
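MLSMR compounds (23 nl, pin-transferred) preincubated 10 min at room temperature with a 500nM (2x) first reagent, then RGS4 at 900nM (2x) plus Transcreener GDP mix added; fluorescence polarization (620/688 nm) read before and after 90 min at 30 °C.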
HP1b binding inh: inhibitors of HP1-beta chromodomain binding to methylated histone tails; Potency, µM (doses to about 114 µM), without a hit: at the highest dose activity change, negative = inhibition, actives largely listed as inhibitors; AID 540317; AlphaScreen HP1-beta / biotin-H3K9me3 peptide binding; P83916; 390,000 compounds, 0.56% hits; note: nearly all actives have a fitted effect of over 70% in size; inactives centre near 23
Target sequence (P83916 whole entry, looked up): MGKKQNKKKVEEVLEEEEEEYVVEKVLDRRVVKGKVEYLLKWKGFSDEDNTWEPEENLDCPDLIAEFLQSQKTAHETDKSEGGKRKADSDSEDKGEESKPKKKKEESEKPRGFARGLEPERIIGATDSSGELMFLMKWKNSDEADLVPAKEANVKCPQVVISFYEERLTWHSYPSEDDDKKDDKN
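AlphaScreen: HP1-beta (50 nM) preformed 30 min with biotin-H3(1-18)K9me3 peptide (50 nM) in PBS pH 7.4, 0.01% Tween-20. Compound added for 30 min at RT, then streptavidin donor/nickel chelate acceptor beads (10 ug/mL) for 30 min.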
Tb PGK inh: T. brucei PGK inhibition | PGK/GAPDH coupled, Kinase-Glo luminescence, 60 min | Potency, µM (top dose mostly 57.5 µM), for the others: top-dose activity change, negative = inhibition, actives largely listed as inhibitors | 380,000 compounds, 0.043% hits | P07378; note: % is set by controls: 0 for no effect and ±100 for the full control effect; nearly all actives have a fitted effect of over 60% in size
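Luminescent ATP detection (Kinase-Glo Plus) follows a 60-minute room-temperature incubation, with wells lacking PGK as controls. Buffer: 100 mM TEA (pH 7.6), 5 mM MgCl2, 0.01% Tween-20. Coupling enzyme GAPDH (100 nM final) supplies unstable 1,3-BPG in-well.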
12-LOX inh: inhibitors of human 12S-lipoxygenase ALOX12; 580,000 compounds, 1.1% hits; purified 12hLO, xylenol orange hydroperoxide absorbance; P18054; Potency, µM (series often up to 108 µM), for the others: at the highest dose activity change, negative = inhibition, hits mostly inhibitors; note: % is set by controls: 0 for no effect and ±100 for the full control effect
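Purified human 12hLO (150 nM final) in 25 mM Hepes, 0.01% Triton X-100, pH 7.0 was preincubated 15 min at room temperature with compound. Then 40 uM arachidonic acid was added, 30 min. Hydroperoxide was read by Fe-XO absorbance ratio 573/405 nm.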
Pin1 inh: inhibitors of human Pin1 | Pin1 FP peptide displacement, HiFluor488, 10 min | Potency, µM (titrated, usually from 115 µM), without a hit: at the highest dose activity, negative = inhibition, most hits filed as inhibitors | 390,000 compounds, 0.009% hits; active = well fitted inhibition curve with a large enough effect in the polarisation, with a control signal flat, not every such curve was filed as active; inconclusive = small, poorly fitted or top-dose-only effect, or effect the other way, or a change in a side signal; inactive = no such curve, though single readings can be large or run the other way; the % refers to the polarisation; note: % is set by controls: 0 for no effect and ±100 for the full control effect
* hit, by the source's call; i = inactive; ? = inconclusive; / = not tested or not shown; [ ] = remark or other dose. Unless noted, calls come from the whole dose curve; as a rule, active = well fitted curve in the direction sought with a large enough effect; inconclusive = small, poorly fitted or top-dose-only effect, or another doubt; inactive = no such curve, though single readings can be large; an effect the other way counts as inactive or inconclusive. Potency is the fitted concentration of half-maximal effect. These rows are one share of the data; the hit share may differ from the screen's.

SMILES	GLS inh	ERG Ets-DNA blk	rTrxR1 inhibitor	JMJD2A Tudor inh	RGS4 inh	HP1b binding inh	Tb PGK inh	12-LOX inh	Pin1 inh
C[C@H](NC(=O)C1CCN(S(=O)(=O)c2ccccc2)CC1)C(=O)NCc1ccccc1	-3%	2%	20%	-18%	-9%[11.4 µM]	6%	-2%	-7%	1%
CCN(CC)CCCn1c2c(c(SCC(=O)Nc3ccc(C)c(F)c3)nc1=O)CCC2	1%	-7%	-9%	-8%	-10%	24%	0%	?	-8%
COc1ccccc1C(=O)Nc1ccc(S(=O)(=O)N2CCc3ccccc32)cc1	3%	/	15%	-20%	-1%	28%	/	5%[57.4 µM]	23%
O=C(C[n+]1ccc(C(=O)NCc2ccccc2)cc1)c1ccc(OC(F)F)cc1	-5%	-5%	6%	-10%	-14%	32%	-2%	350%[activator]	-4%
CC(=O)NC1CC2CCCC(C1)N2Cc1ccc(C)cc1 (centres undefined)	-25%	0%	23%	-10%	-15%	16%	-1%	7%	-2%
COc1cccc(-c2nc3c(c(SCc4ccccc4)n2)Cc2c(CO)cnc(C)c2O3)c1	2%	2%	-14%	-16%	2%	31%	-3%	?	3%
CC(=O)N1c2c(cc(Br)cc2S(=O)(=O)N2CCN(c3ccccn3)CC2)CC1C (centres undefined)	0%	-4%	14%[57.1 µM]	-19%	9%	4%	1%	-14%	-3%
O=C(N/N=C/c1ccc(F)cc1)c1sccc1OCc1ccc(F)cc1	-10%	0%	-2%[57.1 µM]	-12%	?	30%	0%	0%	6%
Cc1ccc(OCc2cc(C(=O)NCc3ccc(OC(F)(F)F)cc3)no2)cn1	-4%	-22%	15%	-3%	9%	34%	-13%	8%	3%
COc1ccccc1NC(=O)Nc1nnc(Cc2ccccc2F)s1	-5%	15%	31%	-15%	5%	26%	/	-1%	11%
CSc1ncccc1C(=O)Nc1ncc(C)s1	-2%	-6%	8%	-4%	0%	43%[activator]	1%	0%	1%
COc1ccc(-c2csc(NC(=O)c3cccc(S(=O)(=O)N4CCN(C)CC4)c3)n2)cc1	/	2%	-2%	?	-18%	?	-7%	-37%	?
CC(=O)Nc1sc(C)c(C)c1C(=O)OCC(=O)N(CCC#N)c1cc(C)cc(C)c1	-7%	0%	5%	-13%	-21%	20%	i	-10%	2%
CS(=O)(=O)Nc1ccccc1C(=O)O	-16%	0%	18%	-25%	2%	8%	1%	-3%	-3%
Cc1c(-c2cccc(Cl)c2)nc2ccccc2c1C(=O)OCC(=O)N(C)C1CCS(=O)(=O)C1 (centres undefined)	-5%	9%	16%	-32%	0%[56.9 µM]	71%[activator]	i	4%	-2%
O=C(O)CCCCNS(=O)(=O)/C=C/c1ccccc1	0%	13%	19%	-4%	2%	48%[activator]	14%	-2%	3%
CCc1ccc(NC(=O)CSc2nc3ncc(Br)cc3[nH]2)cc1	3%	2%	-30%	-16%	10%[56.9 µM]	47%[activator]	-1%	0%	?
COc1ccc(C2/C=C\CC(OCc3ccccc3)CC(=O)N2Cc2cccc(F)c2)cc1 (centres undefined)	34%[activator]	-1%	-1%	-35%	22%	24%	-4%	?	6%
CCCCN(C)C1CCN(C(=S)Nc2cccc(OC)c2)CC1	12%	-3%	3%	-9%	-17%	35%	-1%	-13%	-5%
Cc1ccc(Oc2c(F)c(F)nc(N3CCCC3)c2F)cc1	0%	/	-12%	53%[activator]	-18%	77%	-3%	-22%	1%
CC(C)NC(=O)c1ccccc1-c1ccccc1	19%	0%	19%	5%	11%	23%	3%	-2%	?
CC(C)NC(=O)CSCc1c(F)cccc1Cl	16%	4%	10%	-10%	22%	22%	1%	0%	0%
CC(O)(CS(=O)(=O)Cc1ccccc1)C(=O)Nc1ccc(C(F)(F)F)cc1 (centres undefined)	-2%	1%	19%	-8%	-9%	1%	0%	-24%	-2%
CC1CN(CC(=O)NN=C(c2ccccc2)c2ccccc2)CC(C)O1 (centres undefined)	9%	-2%	15%	-2%	-9%	39%[activator]	-7%	4%	-2%
Cn1c(=O)c(Oc2ccc(F)cc2)c(O)c2ccccc21	8%	1%	16%	1%	-9%	26%	1%	-6%	-7%

Structural class: the entries above containing a halogen
SMILES	GLS inh	ERG Ets-DNA blk	rTrxR1 inhibitor	JMJD2A Tudor inh	RGS4 inh	HP1b binding inh	Tb PGK inh	12-LOX inh	Pin1 inh
CCN(CC)CCCn1c2c(c(SCC(=O)Nc3ccc(C)c(F)c3)nc1=O)CCC2	1%	-7%	-9%	-8%	-10%	24%	0%	?	-8%
O=C(C[n+]1ccc(C(=O)NCc2ccccc2)cc1)c1ccc(OC(F)F)cc1	-5%	-5%	6%	-10%	-14%	32%	-2%	350%[activator]	-4%
CC(=O)N1c2c(cc(Br)cc2S(=O)(=O)N2CCN(c3ccccn3)CC2)CC1C (centres undefined)	0%	-4%	14%[57.1 µM]	-19%	9%	4%	1%	-14%	-3%
O=C(N/N=C/c1ccc(F)cc1)c1sccc1OCc1ccc(F)cc1	-10%	0%	-2%[57.1 µM]	-12%	?	30%	0%	0%	6%
Cc1ccc(OCc2cc(C(=O)NCc3ccc(OC(F)(F)F)cc3)no2)cn1	-4%	-22%	15%	-3%	9%	34%	-13%	8%	3%
COc1ccccc1NC(=O)Nc1nnc(Cc2ccccc2F)s1	-5%	15%	31%	-15%	5%	26%	/	-1%	11%
Cc1c(-c2cccc(Cl)c2)nc2ccccc2c1C(=O)OCC(=O)N(C)C1CCS(=O)(=O)C1 (centres undefined)	-5%	9%	16%	-32%	0%[56.9 µM]	71%[activator]	i	4%	-2%
CCc1ccc(NC(=O)CSc2nc3ncc(Br)cc3[nH]2)cc1	3%	2%	-30%	-16%	10%[56.9 µM]	47%[activator]	-1%	0%	?
COc1ccc(C2/C=C\CC(OCc3ccccc3)CC(=O)N2Cc2cccc(F)c2)cc1 (centres undefined)	34%[activator]	-1%	-1%	-35%	22%	24%	-4%	?	6%
Cc1ccc(Oc2c(F)c(F)nc(N3CCCC3)c2F)cc1	0%	/	-12%	53%[activator]	-18%	77%	-3%	-22%	1%
CC(C)NC(=O)CSCc1c(F)cccc1Cl	16%	4%	10%	-10%	22%	22%	1%	0%	0%
CC(O)(CS(=O)(=O)Cc1ccccc1)C(=O)Nc1ccc(C(F)(F)F)cc1 (centres undefined)	-2%	1%	19%	-8%	-9%	1%	0%	-24%	-2%
Cn1c(=O)c(Oc2ccc(F)cc2)c(O)c2ccccc21	8%	1%	16%	1%	-9%	26%	1%	-6%	-7%

Screens deposited in PubChem by National Center for Advancing Translational Sciences (NCATS).
